PrPC TRFRET – inhibitors of human cell surface prion protein PrPC; P04156; 0.43% of 370,000 active; inhibition, % at 13.8 µM; TR-FRET read-out; in the data active = inhibition above about 24%; also: 0% = median of the test wells and 100% = reference compound wells
FBA Mtb inh – inhibits M. tuberculosis FBA enzyme; inhibition, % at 1 µM; AID 588726; 2.3% of 360,000 active; P9WQA3; purified M. tuberculosis FBA, fluorescence read-out; in the data active = inhibition above about 27%;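 also: 0% = vehicle and 100% = reference inhibitor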
Target sequence (P9WQA3 whole entry, looked up): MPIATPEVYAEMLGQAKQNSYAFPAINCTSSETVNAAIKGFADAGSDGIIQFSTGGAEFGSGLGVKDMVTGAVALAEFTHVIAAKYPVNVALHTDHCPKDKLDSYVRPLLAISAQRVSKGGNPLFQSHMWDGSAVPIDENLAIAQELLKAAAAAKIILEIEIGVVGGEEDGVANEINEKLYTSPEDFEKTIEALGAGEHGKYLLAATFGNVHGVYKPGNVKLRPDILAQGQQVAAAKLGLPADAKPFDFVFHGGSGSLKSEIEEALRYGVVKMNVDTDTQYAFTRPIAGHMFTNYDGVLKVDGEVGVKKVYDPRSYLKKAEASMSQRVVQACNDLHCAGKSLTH
FadD28 binding – M. tuberculosis FadD28 bisubstrate binding inhibition; FadD28 bisubstrate probe binding, fluorescence polarization; inhibition, % at 12.5 µM; 0.22% of 360,000 active; AID 588549; in the data active = inhibition above about 8.5%, passing the limit was not always enough; inconclusive = no clear call, values can overlap the other calls
Mtb BioA inh – BioA (M. tuberculosis) enzyme inhibition; inhibition, % at 9.99 µM; 0.096% of 360,000 active; AID 602481; purified M. tuberculosis BioA enzyme, plate reader; in the data active = inhibition above about 40%; inconclusive = no clear call, values can overlap the other calls
Rv3671c protease – inhibits the M. tuberculosis serine protease Rv3671c; inhibition, % at 5.96 µM; 0.048% of 320,000 active; AID 2606; in the data active = inhibition above about 38%;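 also: extracellular domain of Rv3671c used as enzyme; 0% = enzyme with DMSO and 100% = no enzyme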
MazEF act – activators of E. coli MazEF toxin-antitoxin RNase. P0AE70. FAM/BHQ RNA-DNA oligo cleavage fluorescence, 5 h. activation, % at 20 µM. 0.32% of 350,000 active. AID 504720; in the data active = activation above about 50%
Target sequence (P0AE70 whole entry, looked up): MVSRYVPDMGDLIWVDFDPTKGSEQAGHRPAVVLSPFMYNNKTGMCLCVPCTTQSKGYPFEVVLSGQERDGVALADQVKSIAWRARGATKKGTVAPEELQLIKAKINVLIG
GDH-TPI counter – inhibits GDH-TPI coupling enzymes, artifact for Mtb FBA screen; inhibition, % at 4.8 µM; AID 588335; GDH-TPI coupled enzyme counterscreen, NADH absorbance; 1.2% of 360,000 active; in the data active = inhibition above about 30%;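 also: 0% = DMSO wells and 100% = wells lacking the enzyme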
UGM FP inh – blocks M. tuberculosis UGM enzyme | P9WIQ1 | purified UGM, fluorescence polarization probe displacement | inhibition, % at 10 µM | 0.06% of 320,000 active | AID 504406; in the data active = inhibition above about 10%, passing the limit was not always enough; inconclusive = no clear call, values can overlap the other calls
Target sequence (P9WIQ1 whole entry, looked up): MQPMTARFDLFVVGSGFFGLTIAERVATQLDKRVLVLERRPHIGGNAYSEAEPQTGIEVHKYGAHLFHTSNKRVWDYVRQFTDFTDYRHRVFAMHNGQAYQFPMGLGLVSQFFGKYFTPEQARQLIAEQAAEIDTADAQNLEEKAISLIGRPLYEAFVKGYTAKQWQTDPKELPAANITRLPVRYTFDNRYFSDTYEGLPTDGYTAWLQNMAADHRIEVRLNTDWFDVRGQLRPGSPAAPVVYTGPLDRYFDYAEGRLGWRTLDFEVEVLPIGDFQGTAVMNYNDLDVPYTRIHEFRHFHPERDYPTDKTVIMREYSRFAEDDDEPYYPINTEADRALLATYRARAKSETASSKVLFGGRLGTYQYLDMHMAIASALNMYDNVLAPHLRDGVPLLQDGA
BoNT-F LC inh – blocks Botulinum neurotoxin F light chain protease; Multiplex microsphere protease cleavage assay, flow cytometry; inhibition, % at 10 µM; 0.22% of 360,000 active; in the data active = inhibition above about 35%, passing the limit was not always enough; inconclusive = no clear call, values can overlap the other calls; also: plate controls were buffer without enzyme for full effect and enzyme alone for no effect
* hit, by the source's call; ? = inconclusive; nt = no result given; & = joins results of further samples.

structure	PrPC TRFRET	FBA Mtb inh	FadD28 binding	Mtb BioA inh	Rv3671c protease	MazEF act	GDH-TPI counter	UGM FP inh	BoNT-F LC inh
COc1ccc(NC(=O)/C(C#N)=C/c2cccnc2)c(OC)c1	8	-1	-2.2	-0.3	nt	4	8	-1.5	-5
COc1ccc(/C=N/Nc2cc(C)nc3ccccc23)cc1	-21	4	-4.5	2.7	3	-19	21	4.2	-9
CC(NC(=O)c1cc2cc(Cl)ccc2oc1=N)c1ccccc1 (stereo not given)	0	10	1.0	-3.3	-1	3	14	-1.3	-7
Cc1cccc(/C(N)=N/OC(=O)N2c3ccccc3Sc3ccccc32)c1	-4	-2	-9.4	-2.5	10	8	7	3.8	-7
COc1ccc(CNC(=O)C(CC(C)C)NC(=O)c2ccccc2C)cc1 (stereo not given)	7	4	-0.2	-3.3	-11	-8	4	-0.9	-10
CCN1C=C(Cc2ccc(F)cc2)C2=C(C1)C(c1ccc(F)cc1)C(C#N)=C(N)O2 (stereo not given)	-7	0	-3.6	0.5	9	77*	6	5.8	-8
CCOC(=O)c1sc(NC(=O)c2cc(-c3ccccc3C)nc3ccccc23)c(C#N)c1C	-1	2	-0.9	nt	-1	-8	-6	-0.4	-1
CCOC(=O)c1c(C)[nH]c(C(=O)COC(=O)/C=C/c2ccc(O)c(OC)c2)c1C	-2	3	-4.2	nt	-1	-6	21	1.6	-2
C/C(=C1/SC(N2CC(C)OC(C)C2)=NC1=O)c1ccccc1 (stereo not given)	3	0	-3.9	4.3	0	2	10	-2.2	-1
C/C(=N\OC(=O)c1ccc(F)cc1)c1nccs1	2	-2	-4.2	0.9	-6	8	3	0.7	-2
CC(c1ccccc1F)n1cc(C(=O)NCCCc2nc3ccccc3[nH]2)nn1 (stereo not given)	-5	0	-0.5	nt	-13	-4	2	3.6	-4
CC(C)=C1C2CCC1C1C(=O)N(NC(=O)c3ccco3)C(=O)C21 (stereo not given)	0	-4	-4.3	-0.8	4	8	-5	1.7	6
CCC(=O)Nc1nc2ccccc2n1CCN(C)C	0	-1	-2.7	0.9	4	-10	-1	0.1	2
COc1ccc(C(C)(O)c2nc(-c3cc(F)cc(F)c3)cs2)cc1 (stereo not given)	-2	-2	-2.3	-0.2	nt	nt	3	nt	1
O=C(c1cccc([N+](=O)[O-])c1)c1ccc2c(c1)OCCOCCOCCOCCO2	-23	3	-0.4	-0.3	1	4	8	1.6	0
O=C(CN1CCN(Cc2ccc(Cl)cc2)C1=O)NCCCN1CCN(c2ccc(F)cc2)CC1	3	3	1.1	-0.7	5	7	-13	-0.3	-3
CC(C)COc1ccc(C(=O)Nc2ccc([N+](=O)[O-])cc2)cc1	nt	7	-1.1	nt	4	-12	6	-0.3	7
Cc1ccc(C)c(S(=O)(=O)N2CCN(C(=O)[C@H](Cc3ccccc3)NC(=O)c3ccco3)CC2)c1	2	1	-4.6	nt	-1	7	-4	-1.8	-6
O=C1c2cccc3cccc(c23)C(=O)N1CCCCCc1n[nH]c(=S)o1	-8	5	0.4	nt	-19	-13	6	-2.7	3
COC(=O)c1sccc1NC(=S)N1CCCC(C)C1 (stereo not given)	4	1	-0.4	nt	6	7	14	-2.5	10
C[C@H]1CN([C@@H](C)CO)C(=O)c2cc(C#CCC3CCCC3)cnc2O[C@@H]1CN(C)C(=O)CC1CC1	3	-4	-1.3	2.1&-2.5&-1.8	nt	3	1	nt	-2
CCCC(=O)N1CCOCC1c1cc(C(=O)NCc2ccccc2)no1 (stereo not given)	-6	2	-3.6	-0.9	nt	nt	0	nt	3
CCOC(=O)C1CCCN(Cc2c(Cl)cccc2Cl)C1 (stereo not given)	nt	-3	-1.7	nt	0	4	-5	-1.3	9
CCOc1cc(C(=O)NCC(C)CN(C)C)cc(OCC)c1OCC (stereo not given)	-4	-2	0.0	-0.9	1	5	8	-1.5	-9
CN(Cc1ccccc1)c1ncc(C=O)s1	0	1	-1.6	-1.6	-10	-5	22	3.4	-3
O=C(OCc1nnc(-c2ccccc2)o1)c1ccc([N+](=O)[O-])o1	-31	0	-2.3	nt	-7	1	-5	0.2	-4
COc1cc(/C=N/NC(=O)c2ccc(-n3cccc3)cc2)ccc1O	3	-2	-1.2	nt	15	4	43*	0.7	-10
Cc1ccc(NC(=O)c2nc3nccc(C)n3n2)cc1S(=O)(=O)N1CCCCC1	-11	6	-3.9	-0.2	0	5	2	-1.0	-7
COC(=O)C1(C(C[N+](=O)[O-])c2ccc(C)cc2)C(=O)NCC1c1ccco1 (stereo not given)	1	1	-4.8	0.2	5	-5	1	0.2	6
CCC/C(O)=C1\C(=O)CC(C)(C)CC1=NCCO	3	2	-6.7	-1.2	2	12	-3	0.1	6
CN(C)c1ccc(N/C=C/C(=O)c2ccccc2)cc1	-18	-5	0.2	0.9	-71	154*	13	-4.7	-1
Cc1ccsc1C(=O)N1CCN(C(=O)c2ccco2)CC1	5	0	-1.4	-0.1	0	2	-4	0.8	7
O=[N+]([O-])c1ccn(-c2nc(-c3ccccc3)cc(C(F)(F)F)n2)n1	-3	-1	-0.3	-2.0	-4	8	5	2.7	0
CCOc1cc(CNCCc2cccc(F)c2)ccc1OC	-4	0	-0.8	1.6	-1	0	4	-0.1	-35
O=C(O)CCCNS(=O)(=O)c1cccs1	-2	3	-0.3	nt	-1	-3	5	0.0	-6
COc1ccccc1-c1nnn(CC#N)n1	0	4	-0.5	0.2	-5	-2	-2	-0.8	-8
COC(=O)COc1cccc2c(=O)n(CC(=O)Nc3ccc4c(c3)OCCO4)ccc12	-1	7	-0.4	-0.8	-20	-10	22	6.6	0
O=C(O)CCC(=O)Nc1ccc(S(=O)(=O)Nc2nccs2)cc1	5	-1	-3.1	-0.3	2	11	0	3.3	-3
Nc1ncnc2nc(Sc3ccc(Cl)cc3)[nH]c12	4	-1	0.4	2.0	2	4	-2	0.2	-7
COC(C(=O)Nc1ccc(F)cc1F)c1ccccc1 (stereo not given)	-4	1	1.8	-0.4	4	-2	3	0.9	0
COc1cc(NC(=O)c2cccnc2SC)cc(OC)c1OC	8	3	0.3	nt	0	8	-2	0.0	-3
COc1ccc(C2=NN3C(=O)c4c(ccc(OC)c4OC)C3C2)cc1 (stereo not given)	-12	1	0.5	1.2	2	2	36*	1.7	2
O=C(CN1C(=O)NC2(CCCC2)C1=O)Nc1ccc(F)c(F)c1F	0	0	-1.4	nt	-1	3	-15	-1.6	2
COC(=O)CCC(=O)OC1(C)C(=O)C2=CN(CCc3c[nH]c4ccccc34)C(c3ccc(OC)cc3)=CC2=C(Br)C1=O (stereo not given)	nt	1	-0.8	-1.0	-5	-13	10	-0.4	-54
O=S1(=O)CC(N2CCC(Cc3ccccc3)CC2)CN1CCc1ccccc1 (stereo not given)	0	0	-4.5	-0.9	nt	nt	nt	nt	-11
Cc1ccc(Cl)cc1NC(=O)COC(=O)CSc1ccccc1	5	0	-0.5	-1.6	2	8	-1	1.6	1
CC(=O)OC(C(=O)NCc1ccc2c(c1)OCO2)c1ccccc1Cl (stereo not given)	4	105*	1.0	0.3	-7	8	4	-2.3	-9
CCCSC1=C(C#N)C(c2cc(OC)ccc2OC)CC(=O)N1 (stereo not given)	-2	2	-1.0	-1.1	9	-14	-8	-1.8	-2
COc1ccc(C)cc1NC(=O)C1CC(=O)N(CCc2ccccc2)C1 (stereo not given)	2	9	-0.6	-0.9	1	5	4	1.1	5
CS(=O)(=O)Nc1ccccc1C(=O)OCC(=O)N1CCC(c2ccccc2)=N1	1	3	-5.7	5.5	-7	-1	-3	-0.6	-4

Following part
structure	PrPC TRFRET	FBA Mtb inh	FadD28 binding	Mtb BioA inh	Rv3671c protease	MazEF act	GDH-TPI counter	UGM FP inh	BoNT-F LC inh
COCCN(C(=O)c1ccc2c(c1)S(=O)(=O)N=C1CCCCCN12)c1c(N)n(CC(C)C)c(=O)[nH]c1=O	3	-1	-2.6	2.2	nt	1	7	nt	-6
CN(Cc1c[nH]c2ccccc12)C1CCCCC1	4	4	1.0	nt	2	6	0	-0.3	-3
NS(=O)(=O)c1ccc(CCNC(=O)c2ccccc2F)cc1	8	-2	0.9	-2.6	-5	-2	12	0.2	-6
O=C(CCC1CC(=O)Nc2ccccc21)NCc1ccc(F)cc1 (stereo not given)	-2	2	-4.4	-0.3	3	-5	1	-1.6	3
CC(C)c1ccc(-n2c(O)c(/C=N/N3CCOCC3)c(=O)[nH]c2=S)cc1	3	4	-1.5	0.3	-2	3	17	1.0	?
O=S(=O)(c1ccc(-c2nnco2)cc1)N1CCCCC1	1	-2	-2.6	1.1	1	1	-4	1.0	7
COc1cccc(C2=NOC(C(=O)NC(C)(C)C)C2)c1 (stereo not given)	-5	-4	-4.1	nt	8	-6	1	-0.8	10
Cc1ccc(S(=O)(=O)NCCC(=O)N2CCC(C)CC2)cc1	0	1	-2.3	0.8	3	2	4	-1.1	-13
CCc1c(C)sc(NC(=S)N2CC(C)OC(C)C2)c1C(=O)OC (stereo not given)	10	2	-2.2	nt	0	-3	-2	0.9	-4
COc1ccc(CCNC(=O)C2CCCN(c3ncnc4c3nc3n4CCCCC3)C2)c(OC)c1 (stereo not given)	-8	-1	-3.8	1.6	-3	8	0	-2.3	3
COc1ccccc1NC(=O)CN1C(=O)CSC(C)C1=O (stereo not given)	1	3	-3.4	-0.9	1	18	-2	-0.5	-4
O=c1cc(Cl)[nH]c(=O)n1Cc1ccccc1	-2	8	0.8	-1.4	-11	10	6	-1.8	-7
COCCCNC(=S)Nc1ccc(C)cc1[N+](=O)[O-]	-17	-1	-2.3	nt	4	7	1	-1.2	-1
Cc1ccccc1OCC(=O)NC(=S)Nc1ccc(N2CCOCC2)c(Cl)c1	0	0	-0.1	-2.9	2	3	5	3.3	7
COc1ccc(-c2nnc(SCC(=O)c3cccs3)n2-c2ccc(Cl)cc2)cc1	6	-4	-0.3	-2.5	1	-3	2	-4.4	1
CCOC(=O)CSc1nc2sc(C(=O)O)c(C)c2c(=O)[nH]1	2	-1	-3.8	0.3	-2	1	4	2.4	-10
O=[N+]([O-])c1ccc(CSc2ccc(S(=O)(=O)N3CCCC3)cn2)cc1	nt	-5	-4.3	0.3	5	-1	-1	-0.1	3
CNc1nc(Cl)nc(Nc2ccccc2)n1	-8	0	0.1	nt	0	7	6	-3.4	0
CCOc1ccc(NC(=O)c2ccc3c(c2)CCN3S(C)(=O)=O)cc1	1	-3	-1.9	-0.8	-6	-4	18	0.8	1
O=C(OCC(=O)c1cccs1)c1ccc([N+](=O)[O-])o1	-9	-1	-4.5	0.1	-31	2	-8	0.1	-4
Cc1cc(Cl)c2oc(C(=O)NC3CCC(O)CC3)c(C)c2c1 (stereo not given)	-3	0	-1.2	1.8	8	-21	-1	-3.1	?
COc1ccc(CCn2c(O)c(C=NCc3ccc4c(c3)OCO4)c(=O)[nH]c2=O)cc1OC	0	-3	-3.0	-1.6	-8	-3	4	1.4	0

Assay outcomes from PubChem.
